# Screening results from PubChem.
# Growth percent in the NCI-60 one-dose screen (48 h, 10 µM unless noted): 100 = growth as untreated, 0 = no growth, -100 = all killed.
# HL-60(TB): HL-60(TB) leukemia cells | 78,000 tested, 9% active | AID 1794776; active = growth percent below 10
# Active calls of the source: *; & = joins results of further samples; [ ] = another dose, or the depositor's remark. This is a subset. The share of hits here may be higher or lower than overall.
nr	SMILES	HL-60(TB)
1	N=c1cc(N)nc2n1NC(=O)c1ccccc1N2	147
2	N#Cc1c(-c2ccc([N+](=O)[O-])cc2)cc(-c2c[nH]c3ccccc23)nc1-c1c[nH]c2ccccc12	97
3	CCN(CC)c1ccc(C=O)c(OCc2cn(CC(=O)Nc3ccc(F)cc3Cl)nn2)c1	97
4	COC(=O)/C=C1/S/C(=N/NC(=O)COc2cc(=O)n(C)c3ccccc23)N(Cc2ccccc2)C1=O	69
5	Oc1ccc(Cc2ccc(Cl)cc2)c(O)c1	109
6	Cn1ncc2c(Nc3ccc(O)cc3)nc(Cl)nc21	95
7	CC/C(C)=C(\C)C(=O)O	100
8	COc1ccc(C#CC(=O)O)c(OC)c1	94
9	CN(C)CCOC(=O)Nc1nc2ccc(C(=O)c3ccccc3)cc2[nH]1	101
10	O=C(Nc1ccccc1O)c1ccccc1Nc1ccnc(C(F)(F)F)c1	68
11	COc1cc(/C=C/C(=O)c2ccc(F)cc2)ccc1OCCCCOc1cc2c(cc1OC)C(=O)N1CCCC1C=N2 (configuration not stated)	-33*
12	CCCCc1oc2ccc([N+](=O)[O-])cc2c1C(=O)c1ccc(C#Cc2ccccc2F)cc1	85
13	O=C(Cn1cc(COn2nnc3ccccc32)nn1)Nc1ccc(Br)cc1	99
14	C#CCOc1ccc(/C=N/Nc2nc(-c3ccc(F)cc3)cs2)cc1	88
15	COc1ccc(OCC(=O)Nc2ccc(-c3nc4ccccc4s3)cc2OC)cc1	101
16	CCOc1ccc(Nc2nc3ccccc3nc2Nc2ccc(OCC)cc2)cc1	31
17	Nc1nc(N)nc(NCc2ccccc2)n1	99
18	Cc1ccc(C(=O)CSc2nc3[nH]c(=O)n(C)c(=O)c3[nH]2)cc1	102
19	CC(C)[C@H](NC(=O)CSc1nnc(-c2ccc(NC(=O)c3cccnc3)cc2)o1)C(=O)O	94
20	CC(=O)NC1=C/C(=C\[N+](=O)[O-])C=C1O	118
21	CCCCCOC(=O)c1ccc(NC(=O)CNC(C)(C)C)cc1	85
22	NNC(=O)c1ccccc1Nc1ccnc(C(F)(F)F)c1	114
23	O=C1c2c(c3c4ccccc4[nH]c3c3ccc4ccccc4c23)C(=O)N1CCO	112
24	COc1cc2c(c(OC)c1OC)C(=O)CC(c1cccc(NC(=O)c3cc([N+](=O)[O-])ccc3C)c1)O2 (configuration not stated)	48
25	CCn1c(SCC(=O)Nc2cccc(C(=O)/C=C/c3ccccc3)c2)nc2ccccc2c1=O	82
26	CC(=O)NC1C(Nc2ccc(S(=O)(=O)NC(C)=O)cc2)OC(CO)C(O)C1O (configuration not stated)	99
27	Cn1c(=O)c2c(ncn2CC(=O)Nc2ccccc2)n(C)c1=O	98
28	COc1ccc(C(=O)CC(c2ccc3c(c2)OCO3)c2c(O)c3ccccc3oc2=O)cc1OC (configuration not stated)	98&112
29	Cc1oc2ncnc(Nc3ccc(OCc4cccc(F)c4)c(Cl)c3)c2c1C(=O)NCCO	42
30	COc1ccc(-c2csc(NC(=O)CSc3nc(-c4ccc(OC)cc4)c(C#N)c(=O)[nH]3)n2)cc1	94
31	Cc1ccc(-c2c3c(nc4ncn5ncnc5c24)C(C)CCC3)cc1 (configuration not stated)	92
32	Nc1nc(Cl)nc2c1ncn2C1OCC(O)C(O)C1O (configuration not stated)	96
33	CC1=C2C(=C[C@@](C)(COC(=O)c3ccc(S(=O)(=O)F)cc3)[C@@H]2OC(=O)c2ccc(S(=O)(=O)F)cc2)C(=O)[C@](C)(O)C12CC2	8.8*
34	Cc1ccc(C)c(S(=O)(=O)c2ccccc2)c1	39
35	O=C(O)c1cnc2ccc(Cl)cc2n1	111
36	CC[C@H](Nc1ncnc2nc[nH]c12)c1nc2cccc(CNCc3ccc(C(=O)NO)cc3)c2c(=O)n1-c1ccccc1	101
37	COc1ccccc1CCC(=O)O	101
38	COc1ccc(C2=NN(C(=O)c3ccc(S(C)(=O)=O)cc3)C(c3ccccc3)C2)c(OC)c1 (configuration not stated)	45
39	Nc1nc(-c2c(Cl)cccc2Cl)cc(-c2cc3cc(Br)ccc3oc2=O)n1	86
40	CCCCCCCCCCCCCc1nc(-c2cc(OC)c(OC)c(OC)c2)no1	102
41	Cc1ccccc1N=C(N)N=C(N)N	111
42	NC(=O)c1cnccn1	101
43	COC(=O)c1ccccc1N=NC(C#N)C#N	101
44	Cn1ccnc1C(=O)/C=C/c1ccc(NC(=O)Nc2ccccc2)cc1	-16*
45	COc1cccc(-c2cc(-c3ccc(Nc4nc(Nc5ccc(F)cc5)nc(Nc5ccc(F)cc5)n4)cc3)nc(N)c2C#N)c1	87
46	CC(=O)CC(=O)Nc1nccs1	106
47	Cc1ccc2ccccc2c1CSC#N	100
48	O=S(=O)(Nc1cc(Sc2nc3ccccc3s2)c(O)c2ccccc12)c1ccc2ccccc2c1	72
49	O=C(N[C@@H](c1ccccc1)[C@H](N=Cc1ccccc1)c1ccccc1)c1ccccc1	104
50	O=C1OC(O)c2cccc3cccc1c23 (configuration not stated)	105&102
51	Clc1ccccc1C(Sc1nc2ccccc2s1)Sc1nc2ccccc2s1	100
52	COC(=O)C1(CC(=O)CC(=O)CC2(C(=O)OC)NC(=S)NC(=O)C2C#N)NC(=S)NC(=O)C1C#N (configuration not stated)	100
53	O=C(Nc1ccccc1)c1ccc(-n2c(=O)[nH]c3ccccc3c2=O)cc1	102
54	O=C/C=C\c1ccc2c(c1)OCO2	94
55	O=c1ccc(Cl)n[nH]1	96
56	Cc1cc(=O)[nH]c2c1sc(=O)n2CCC(=O)Nc1ccccc1	92
57	Cn1c2ccccc2c2c3c(c4c5ccccc5ccc4c21)C(=O)N(O)C3=O	89
58	O=C(Nc1ncc(Cc2ccc(Br)cc2)s1)C1=NCCCCN1	101
59	CCC(CC)C[N+](C)(C)C	101
60	COc1cc(-c2nc3ccc(C(=O)c4ccccc4)cc3[nH]2)ccc1OCC(=O)N=Nc1c(O)[nH]c2ccccc12	101

# (continued)
nr	SMILES	HL-60(TB)
61	COc1ccc(-c2onc(NC(C)=O)c2-c2ccc(OC)cc2)cc1	100
62	COc1ccc2c(c1)CC=C1[C@@H]2CC[C@]2(C)C(=O)/C(=N/O)C[C@@H]12	53
63	CC1O[C@@H](OC2[C@H](OC(=O)/C=C/c3ccc(O)c(O)c3)C(COC3O[C@H](C)C(O)C(O)[C@@H]3O)O[C@@H](OCCc3ccc(O)c(O)c3)[C@H]2O)[C@@H](O)C(O)[C@H]1O (some centres not stated)	103
64	O=C1CSC2=N/C(=C\c3ccc(Cl)cc3)C(=O)N12	76
65	O=C(O)c1cc2c(ncc3c(=O)n(-c4ccccc4)[nH]c32)s1	108
66	N=c1ccn(O)cc1CCc1ccccc1	109
67	CCOC(=O)c1nn(-c2ccc(C)cc2)c(=O)c2c(N)c(C#N)c(-c3ccccc3)c(S)c12	88
68	COc1ccc(NC(=S)Nc2ccc(Nc3ncnc4sc5c(c34)CCN(C(=O)OC(C)(C)C)C5)cc2)cc1	84
69	Nc1ccc(S(=O)(=O)c2ccc(N)c(Cl)c2)cc1	101
70	O=[N+]([O-])c1ccc2nc(CCl)[nH]c2c1	85
71	OC1(c2ccccc2)OC(c2ccccc2)CN(Cc2ccccc2)C1c1ccccc1 (configuration not stated)	79
72	Cc1cccc(/C=C2\Oc3cc(C)c(Cl)c(C)c3C2=O)c1	99
73	O=C(CCCCCCC(=O)Nc1ccc(C(=O)/C=C/c2cn(-c3ccccc3)nc2-c2ccc([N+](=O)[O-])cc2)cc1)NNc1ccccc1	116
74	C[n+]1ccccc1/C=C\c1ccccc1Cl	97
75	Cc1c(-c2ccccc2)nc2c3ccccc3ncn2c1=O	70
76	CCCc1cc2cc(-n3nc(C)c4c3CC(C)(C)CC4=O)cc(NC3CCSCC3)c2c(=O)[nH]1	49
77	Cc1nc(-c2ccc(F)cc2)ccc1NC(=O)Nc1ccc2c(c1)OCO2	92
78	CCOC(=O)C1=C(NC)OCC1=O	92
79	c1ccc2sc(SNC3CCCCC3)nc2c1	99
80	O=C(O)CCC(=O)OCCN(Cc1ccc(Oc2ccc([N+](=O)[O-])cc2)cc1)C(=O)C(Cl)Cl	97
81	O=C(O)CC1CCCCCC1	98
82	Cc1nonc1-c1ccc2c(c1)OCO2	87
83	CC(=O)Nc1c(Cl)cc(Cl)cc1Cl	98
84	Cc1cc(Cl)cc2sc(C(=O)O)c(N)c12	113
85	CCOC(=O)C(=O)Nc1ccc2c(ccn2C(=O)c2cccc(F)c2)c1	99
86	Cc1cc(C)n2nc(NC(=O)c3ccccc3)c(C#N)c2n1	111
87	COC(=O)c1ccc(/C=C(\C#N)c2cc3ccccc3[nH]2)cc1	99
88	O=C(O)c1cc(-c2ccc(F)cc2)c2sc(=O)[nH]c2n1	100
89	C#Cc1cccc(NC(=O)Nc2ccc(NC(=O)C=C)cc2)c1	95[8.25 µM]
90	CC(CN(C)C)Sc1nnc(SC(C)CN(C)C)s1 (configuration not stated)	105
91	COc1cc(C)cc(C(O)Cc2cccc(-c3ccc(N(C)C)cc3C)n2)c1 (configuration not stated)	88
92	Cc1c(-c2csc(N/N=C/c3ccco3)n2)nnn1-c1ccc([N+](=O)[O-])cc1	99
93	CCC(CO)NC(=O)C1C=C2c3cccc4[nH]cc(c34)CC2N(C)C1 (configuration not stated)	70
94	CN1CCCC1CN1CCCC1 (configuration not stated)	102
95	C[C@H]1[C@H](C)CC[C@]2(C(=O)N3CCNCC3)CC[C@]3(C)C(=CC[C@@H]4[C@@]5(C)CCC(=O)C(C)(C)[C@@H]5CC[C@]43C)[C@H]12	87
96	CC(C)c1ccc(C(=O)Nc2sc3c(c2C(N)=O)CCC(=O)C3=O)cc1	97

# Filtered by structure, the entries above with a COOH group.
nr	SMILES	HL-60(TB)
7	CC/C(C)=C(\C)C(=O)O	100
8	COc1ccc(C#CC(=O)O)c(OC)c1	94
19	CC(C)[C@H](NC(=O)CSc1nnc(-c2ccc(NC(=O)c3cccnc3)cc2)o1)C(=O)O	94
35	O=C(O)c1cnc2ccc(Cl)cc2n1	111
37	COc1ccccc1CCC(=O)O	101
65	O=C(O)c1cc2c(ncc3c(=O)n(-c4ccccc4)[nH]c32)s1	108
80	O=C(O)CCC(=O)OCCN(Cc1ccc(Oc2ccc([N+](=O)[O-])cc2)cc1)C(=O)C(Cl)Cl	97
81	O=C(O)CC1CCCCCC1	98
84	Cc1cc(Cl)cc2sc(C(=O)O)c(N)c12	113
88	O=C(O)c1cc(-c2ccc(F)cc2)c2sc(=O)[nH]c2n1	100

# Filtered by structure: the entries above with a tert-butyl group.
nr	SMILES	HL-60(TB)
21	CCCCCOC(=O)c1ccc(NC(=O)CNC(C)(C)C)cc1	85
68	COc1ccc(NC(=S)Nc2ccc(Nc3ncnc4sc5c(c34)CCN(C(=O)OC(C)(C)C)C5)cc2)cc1	84

# The listing continues:
nr	SMILES	HL-60(TB)
97	CC(=O)N1N/C(=C2/C(C)=NC(=S)NC2c2ccccc2)CC1c1ccccc1O (configuration not stated)	98
98	O=C(O)c1ccccc1Nc1ccccc1[N+](=O)[O-]	107
99	Cc1c(C(=O)C2CC2c2ccccc2)nnn1-c1ccccc1 (configuration not stated)	99
100	O=C(CCCCCCN1CC(=O)N2[C@@H](c3ccccc3Br)c3[nH]c4ccccc4c3C[C@H]2C1=O)NO	5.1*
101	CCn1cc(-c2ccnc(NCCCNS(=O)(=O)c3ccc(Br)cc3)c2)c(-c2cccc(OC)c2)n1	65
102	Cc1sc2nc3nc(Nc4ccccc4)[nH]n3c(=O)c2c1C	103
103	Cc1c2ccccc2nc2ccccc12	102
104	CC12CCC3C4(C)COC(c5ccc(F)cc5)OC4CCC3(C)C1CC(C1=CCOC1=O)O2 (configuration not stated)	75
105	CC1Cc2c(NCc3ccccc3)ncnc2N2CCCc3cccc1c32 (configuration not stated)	96
106	COc1ccc2ccccc2c1/C=C1\SC(=Nc2ccc(O)cc2)NC1=O	-30*
107	OCC#CCOCC(O)CCl (configuration not stated)	95
108	O=S(Nc1ccccc1)c1cccc(Cl)c1 (configuration not stated)	81
109	CCOC(=O)c1nnn(CC(N)=O)c1C	110
110	O=[N+]([O-])c1ccc(Sc2nc(Cl)nc(NC3CCCC3)n2)cc1	-26*[100 µM]
111	C=CC(Cl)CC1CCC2OC12 (configuration not stated)	98
112	O=C1c2ccccc2C(=O)N1CC(O)COc1cccc2ccccc12 (configuration not stated)	99
113	Cc1cccc(C(C)(C)O)c1	95
114	NCc1ccccc1Br	85
115	COc1cc2c(c(Br)c1OC)[C@@H]1N(CC2)C(=O)c2ccccc2[C@]1(C)C(=O)O	102
116	O=C(C(=O)N1CCCCC1)c1ccc(OC2OC(CO)C(O)C(O)C2O)cc1 (configuration not stated)	78
117	CCOC(=O)c1sc(NCC(=O)Nc2ccc(Cl)cc2[N+](=O)[O-])c(C(=O)OCC)c1C	106
118	CS(=O)(=O)Oc1ccc(-c2cn3ccsc3n2)cc1	102
119	CCN(CC)S(=O)(=O)c1ccc(O)c(NC(=O)c2sc3cc(F)ccc3c2Cl)c1	112
120	O=C1OC(c2ccccc2)=C/C1=C/c1ccccc1O	100
121	COc1ccc(-n2c(SCc3n[nH]c(=S)n3C(=O)c3ccc(Br)cc3)nc3ccc(Cl)cc3c2=O)cc1	84
122	O=[N+]([O-])c1cc(F)ccc1Nc1ccc(F)cc1	106
123	CS(=O)(=O)Nc1ccc(CNC(=O)c2ccccc2Nc2ccnc(C(F)(F)F)c2)cc1	99
124	Cc1ccc2oc(=O)cc(C3=NCCc4c3[nH]c3ccccc43)c2c1	77
125	COc1cccc(C2=NN(c3ccc(-c4ccccc4)nn3)C(c3ccccc3F)C2)c1 (configuration not stated)	105
126	ClC/C=C/CSc1ncnc2c1ncn2C/C=C/CCl	77&99
127	Cc1cc(N2CCN(CC(=O)Nc3ccc4c(ccn4C)c3)CC2)nc(N2CCC(C)CC2)n1	70
128	COc1ccc(-n2c(SCc3nnc(NC(=O)c4ccc(Br)cc4)s3)nc3ccc(Cl)cc3c2=O)cc1	122
129	O=C1C[C@@H](c2ccccc2)Oc2c(Cc3ccccc3O)c(O)c(Cc3cc(Cc4cc(Cc5ccccc5O)ccc4O)ccc3O)c(O)c21	95
